# Screening results deposited in PubChem BioAssay by several laboratories.
# Autophagy HCS: autophagy modulators in MEF cells, primary screen, imaging, high-content, MEF GFP-LC3; AID 463193, 2010; MEF GFP-LC3 puncta imaging; test concentration mostly 10 µM; calls only at 10 µM (by protocol); actives 0.98% (n = 190,000);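 active = percentage of spot-positive cells more than 3 SD above its plate mean, without a fluorescence outlier flag or 80% toxicity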;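 also: spot-positive cell cutoff set from DMSO-treated cells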
# Ins promoter up: insulin promoter activators in MIN6 cells, imaging, high-content screening, mouse beta cells. actives 0.3% (n = 190,000). z-score at 5 µM. MIN6 insulin promoter-GFP reporter; stronger effect = higher value;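 active = z-score above 3 at 5 µM with at least 500 cells counted in the well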
# PhoP inhibition: inhibitors of PhoP regulon expression, primary screen, Salmonella Typhimurium, GFP reporter (AID 1863) | S. Typhimurium PhoP-regulated promoter GFP reporter, 4 h; higher % means a stronger effect | inhibition, % at 50 µM, or IC50 in µM where a hit was titrated | actives 0.16% (n = 300,000);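 active = inhibition over 29.93%, a cutoff 3 SD above the screen mean, later confirmed by dose response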;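 also: 0% = low Mg2+ inducing control and 100% = high Mg2+ repressing control; strong numbers were not always called active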
# ER stress rescue: rescue of cells from ER stress-induced death, primary screen, 384-well, CSM14.1, thapsigargin, ATP luminescence (AID 1222). CSM14.1 thapsigargin-induced death rescue, ATP luminescence; higher % means a stronger effect. 190,000 tested, under 10 active. cellular ATP content (survival), % at 20 µM; hits with a dose series show EC50 in µM;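 active = EC50 below 50 µM in the dose-response confirmation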;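 also: death triggered by thapsigargin at about 15 µM added after 2 h compound pretreatment; cell ATP read after overnight thapsigargin exposure of roughly 18 to 22 hours; normalized against plate controls of thapsigargin alone and 5% DMSO vehicle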
# bCat nuc transl: modulators of beta-catenin nuclear translocation, primary screen, imaging, HeLa cells, immunofluorescence, high-content | nuclear translocation activity, % at 5 µM | actives 0.3% (n = 190,000);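 active = nuclear translocation activity above 50% at 5 µM, with a well cell count of 50 or more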;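 also: per-cell ratio of nuclear to cytoplasmic median beta-catenin stain intensity; plate controls were DMSO negative control for no effect and GSK-3 inhibitor IX positive control for full effect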
#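 Signal – beta-catenin immunofluorescence imaging with DAPI · Test system – human HeLa cell line · Dosing – 5 µM primary single dose, 0.1% DMSO, 0.02–20 µM confirmation series · Measure – % activation, nuclear-to-cytoplasmic median beta-catenin signal ratio per cell · Incubation – 24 h compound exposure at 37°C, 5% CO2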
# T cell HTS: modulators of CD8 T cell-vesicle binding, primary screen, mouse 2C CD8+ T cells, flow cytometry; 2C CD8+ T cell-vesicle binding; stronger effect = lower value; calls only at 7 µM; actives 0.068% (n = 330,000);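 active = response, share of CD8 T cells binding vesicles, and their 90th percentile fluorescence all below set limits, cut at about 80% in these data, passing the limit was not always enough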
#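 Benchmarks: naked versus QL9-loaded vesicles / Assay system: purified 2C TCR transgenic mouse naive CD8+ T cells / Technique: high-throughput flow cytometry with anti-B7-1 and anti-CD8 staining / Timing: Cell–vesicle co-incubation 1.5 h at 37 °C, staining 20 min on ice / Read-out: percent CD8+ FL2 mean versus row control / Probe or stimulus: QL9-loaded Drosophila micro-vesicles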
# Dynein cargo inh: inhibitors of GR-EGFP nuclear translocation, primary screen, dynein cargo transport inhibitor project, imaging, high-content, 3617.4 mouse cells; actives 0.47% (n = 220,000); test concentration mostly 20 µM; stimulated with dexamethasone, 1 µM; stronger effect = lower value; z-score, hits read low;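 active = plate z-score of nuclear minus cytoplasmic receptor signal below a set negative limit, without overly bright fluorescence or cell loss, cut at about -3.5 in these data, passing the limit was not always enough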;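 also: z-score of nuclear minus cytoplasmic ring GR-EGFP intensity difference per well; some compounds called inactive have numbers as strong as hits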
#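 Schedule: 48 h induction, then 1 h compound, then 30 min agonist, 37 °C. Buffer or medium: tetracycline-free induction medium containing charcoal-stripped FBS. Reagent: 1.0 µM final dexamethasone stimulus. Evaluation: nuclear versus cytoplasmic GR-EGFP signal, averaged per well. Signal: high-content fluorescence imaging after fixation.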
# MT stabilize HCS: microtubule stabilizers in HeLa cells, primary screen, imaging, high-content imaging; HeLa tubulin immunostaining HCS, 24 h; share of cells brighter than vehicle mean+2SD; % tubulin-high responders, % at 10 µM; actives 0.83% (n = 200,000); AID 2205, 2009;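 active = plate Z-score above 3 for both tubulin-high and condensed-nucleus cell shares, with cell loss under 80%, at 10 µM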;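 also: anti alpha tubulin signal scored within the nucleus-defined area of each cell; some results filed as inactive read as strong as hits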
# Hep lipid drop: inhibitors of hepatocyte lipid droplet formation, primary screen, imaging, high-throughput imaging, BODIPY stain | AML12 mouse hepatocytes, oleate lipid droplets | inhibition, % at 6.5 µM | actives 0.4% (n = 240,000);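 active = lipid droplet intensity inhibited by at least 50%, with more than 500 cells counted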
#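 Assay system: AML12 hepatocytes (mouse) / Also added: 100 µM oleic acid challenge / Times: overnight treatment with compound plus oleate / Detection: high-content imaging of BODIPY-stained droplets and DAPI nuclei / Evaluation: % inhibition of lipid droplet signal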
# Dynein cargo inh cytoplasmic EGFP: recorded beside Dynein cargo inh, whose call it bears; z-score; measured here: cytoplasmic GR-EGFP intensity; stronger effect = higher value
# Dynein cargo inh nuclear GR-EGFP: also measured in Dynein cargo inh; calls as there; z-score; measured here: nuclear GR-EGFP intensity;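 lower value marks the stronger effect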
# Dynein cargo inh cell count: recorded beside Dynein cargo inh, whose call it bears; z-score; measured here: cell count per field
# Ins promoter up cell count: also measured in Ins promoter up; calls as there; cell count; measured here: cytotoxicity, nuclei count;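 total cells summed across four imaged fields per well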
# Hep lipid drop cells 6.5 µM: further read-out of Hep lipid drop, marked with its call; cell count; measured here: cell count, cytotoxicity flag;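 cells counted across two imaged fields per well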
# bCat nuc transl cell count 5 µM: second read-out of bCat nuc transl, no call of its own (marks repeat the call); cell count; measured here: cell count, cytotoxicity flag
# T cell HTS vesicle-bound %: further read-out of T cell HTS, marked with its call; double positive events, %; measured here: CD8+ vesicle-bound cell fraction;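 binding gate set so that unloaded-vesicle control wells show 10% double positive cells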
# MT stabilize HCS Hoechst-high %: second read-out of MT stabilize HCS, no call of its own (marks repeat the call); % Hoechst-high responders; measured here: nuclear condensation Hoechst responders;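 share of cells brighter than vehicle mean plus two SD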
# MT stabilize HCS cytotoxicity %: second read-out of MT stabilize HCS, no call of its own (marks repeat the call); toxicity, %; measured here: cytotoxicity by cell density;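 0% = mean cell density of plate MIN control wells and 100% = no cells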
# Autophagy HCS cell loss 18 h: further read-out of Autophagy HCS, marked with its call; toxicity, %; measured here: cell loss, nuclei count;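 cell loss after 18 h compound exposure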
# * marks the source's active call; other numbers are inactive results; i = inactive; . = no result given; + = active, no number.
Molecule,Autophagy HCS,bCat nuc transl cell count 5 µM,Dynein cargo inh,Dynein cargo inh nuclear GR-EGFP,Autophagy HCS cell loss 18 h,ER stress rescue,Dynein cargo inh cell count,T cell HTS vesicle-bound %,T cell HTS,MT stabilize HCS,PhoP inhibition,MT stabilize HCS cytotoxicity %,Dynein cargo inh cytoplasmic EGFP,bCat nuc transl,Hep lipid drop cells 6.5 µM,Ins promoter up,MT stabilize HCS Hoechst-high %,Ins promoter up cell count,Hep lipid drop
CC(C)(C)c1ccc(C(=O)NN2C(=O)CSC2=S)cc1,.,1123,0.26,-0.07,.,.,0.59,13,i,.,-16%,.,-0.21,-0.9,731,0.27,.,1336,7
COc1ccccc1NC(=O)c1ccc(NC(=O)CSc2nnnn2C)cc1,i,1046,-1.1,-0.65,-1,-2.5%,-0.097,24,i,2.3,6%,28,-0.028,0.8,722,0.14,0.8,1642,14
CC(C)(C)c1ccc(S(=O)(=O)N2CCSC2)cc1,i,.,-0.23,-0.15,-4,-1.8%,-0.17,50,i,3.7,-16%,6.1,-0.25,.,747,-0.28,4.5,1202,4
Cc1nc2ccccc2n1C(=O)N(C)C,i,1083,-0.048,-0.16,0,0.6%,0.15,33,i,2.5,3%,0.3,-0.23,-1.5,711,-0.55,1.4,1330,12
CCOC(=O)c1cn(-c2ccc(F)c(F)c2)c2c(F)c(F)c(F)c(F)c2c1=O,i,1041,0.45,0.045,-3,-2.7%,-0.42,.,.,3.8,8%,2.6,-0.43,-2.3,610,1.4,2.5,1394,2
CC(C)NCC(O)COC1CCC(C(C)(C)C)CC1 (stereo unspecified),i,1111,0.32,1,13,-1.0%,-1.1,37,i,1.6,-1%,8.1,-0.09,-2.1,677,1.2,1.6,1187,13
COCCCNC(=O)C1CCN(c2ncccn2)CC1,i,805,2.4,1.9,-18,-3.6%,-2.2,53,i,5.2,-7%,12,-0.12,-3.3,.,0.19,4.3,1244,.
O=c1c2cc3c(=O)n(-c4ccccc4O)c(=O)c3cc2c(=O)n1-c1ccccc1O,i,1095,-0.26,-0.66,-7,-1.3%,0.93,53,i,2.8,10%,7.7,-0.31,1.4,658,0.17,1.3,1352,-8
Cc1ccc(C)n1-c1nc(=S)[nH][nH]1,i,1199,1.8,1.2,-3,-0.9%,-0.71,45,i,1.1,-8%,5.8,-0.28,-1.2,770,-0.29,0.3,990,6
Cc1cccc(N2CCN(CC(O)COCc3cccs3)CC2)c1C (stereo unspecified),i,1047,-0.88,-0.57,-12,2.1%,0.61,28,i,2.4,-4%,7.9,-0.21,0.0,624,-0.52,3.1,1537,-9
CC(NC(=O)c1ccccc1Br)c1ccc2c(c1)CCCC2 (stereo unspecified),i,.,0.66,0.6,2,11%,-0.098,28,i,3.1,-10%,6.3,-0.21,.,.,.,1.2,.,.
CNc1nc(-c2ccc3c(c2)CCN3C(=O)c2ccc(F)cc2)cs1,i,1064,-0.16,0.14,4,-0.7%,0.28,.,.,4.9,1%,0.9,-0.26,-1.3,702,-0.7,2.5,1230,9
CC(=O)Nc1cccc(/C(C)=N/NC(=O)c2ccc(CN3CCOCC3)cc2)c1,i,1138,-0.63,-0.31,-9,-3.3%,1.5,52,i,1.8,-1%,10,-0.32,0.9,661,-1.2,1.8,1234,6
C=CCNC(=O)c1ccc(Cn2c(=S)[nH]c3cc4c(cc3c2=O)OCO4)cc1,i,.,1.2,-0.54,8,-0.6%,0.13,15,i,3.0,2%,6.6,-0.22,.,.,.,1.7,.,.
Cc1ccc(C(=O)N2CCOCC2)cc1[N+](=O)[O-],i,555,-0.53,-0.73,-5,-2.4%,0.95,43,i,3.9,-14%,9.5,-0.34,-2.1,630,0.36,3.6,1279,0
Cc1cccc(OCCSc2cc(C)nc(N)n2)c1,i,920,1.1,1.4,-10,.,-1.6,22,i,2.8,6%,4.3,-0.045,-2.2,.,0.4,2.3,1087,.
Cc1ccc(Nc2nc(NCCCN3CCOCC3)nc(N)c2[N+](=O)[O-])cc1,+,929,2,0.64,6.6*,2.6%,-0.79,41,i,2.8,2%,3.4,-0.16,1.8,661,-0.27,1.3,1300,33
O=C(CCc1nnc(CCCCc2ccccc2)o1)NCCC1CCCCO1 (stereo unspecified),i,1128,2.8,1.6,15,-1.5%,-1.6,48,i,2.8,-3%,6.9,-0.23,-2.5,707,0.17,1.8,1407,7
O=C(CC1Nc2cccc3cccc(c23)NC1=O)Nc1ccccc1 (stereo unspecified),i,1166,0.43,0.77,-1,-1.8%,-0.74,57,i,1.6,26%,12,-0.19,-2.2,661,0.1,2.0,1265,15
CCNC(=O)NC(=O)C(C)Sc1ncc(C(F)(F)F)cc1Cl (stereo unspecified),i,1075,0.13,0.21,5,-0.2%,-0.6,27,i,2.6,1%,7.9,-0.23,-3.2,667,0.16,2.3,1328,4
Cc1ccc(-c2csc(NC(=O)/C=C/c3ccco3)c2C(=O)O)cc1,i,1445,0.98,0.48,12,-1.1%,-0.37,26,i,3.4,-15%,7.0,-0.25,-0.1,696,0.17,1.5,1391,17
S=C(NCc1ccco1)N1CCN(C/C=C/c2ccccc2)CC1,i,1064,-0.65,-0.41,15,-0.6%,0.95,26,i,2.6,-5%,6.6,-0.33,0.9,664,0.18,1.7,1618,-13
Oc1ccc(N=Nc2ccc3c(c2)OCCO3)c2cccnc12,i,914,-0.7,0.18,28,3.7%,-0.43,25,i,4.0,-7%,6.4,-0.031,-2.3,593,-3.4,4.1,885,-12
O=C(N/N=C/c1ccc(-c2cccc([N+](=O)[O-])c2)o1)c1ccc([N+](=O)[O-])cc1,i,1122,-0.24,-0.26,4,0.6%,0.63,33,i,4.1,7%,0.4,-0.36,0.0,661,-0.59,1.5,1153,10
CC(=O)Nc1ccc(S(=O)(=O)Nc2nccc(/C=C/c3ccc(Cl)cc3)n2)cc1,i,899,0.88,1.9,11,-0.7%,-1.6,42,i,7.1,8%,7.0,-0.13,1.3,615,.,2.1,.,3
CCOC(=O)NC(=O)COC(=O)CCCc1nc2ccccc2s1,i,997,0.65,0.21,-2,-0.2%,0.14,42,i,2.9,-15%,0.4,-0.24,6.7,720,0.47,2.4,1336,-4
Nc1cc2c(cc1C(=O)c1cccc(Br)c1)OCCO2,i,989,-0.33,0.039,41,-2.0%,-0.44,56,i,16*,-4%,30*,-0.26,-0.5,619,-0.28,37*,1483,4
C=CCNC(=O)/C(=C/c1ccccc1OCC)NC(=O)c1ccccc1,i,1103,1.2,0.94,-2,-1.7%,-0.73,9,i,3.5,-4%,1.0,-0.23,0.5,670,-0.28,2.8,1507,-6
O=C(COC(=O)CCSc1ccc(Cl)cc1)NCc1ccccc1Cl,i,.,-0.25,-0.42,20,2.8%,0.065,21,i,3.9,-9%,3.8,-0.3,.,725,-0.23,1.5,1417,-8
OCCCCNCc1ccc(OCc2ccc(Cl)cc2)cc1,i,1368,-0.25,0.31,10,-0.2%,1.6,53,i,4.1,18%,1.2,-0.21,6.2,.,-1.1,2.3,942,.
CN(C)/N=C1\CCS(=O)(=O)c2sccc21,i,1505,-0.77,-0.48,22,-0.1%,1.2,26,i,1.6,-8%,0.2,-0.23,-0.1,641,0.98,1.6,1414,-2
CN(CCc1cnn(C)c1)Cc1nc(CC2CC2)no1,i,970,0.58,0.066,-35,1.8%,0.42,50,i,2.5,-6%,0.5,-0.34,-0.4,739,-0.13,2.2,1402,11
CC(On1c(-c2ccccc2)nc2ccc(Cl)cc21)C(=O)O (stereo unspecified),i,1532,-0.24,0.2,9,-0.4%,0.32,52,i,2.2,-5%,13,0.6,0.7,722,0,2.6,1465,2

# Random draw from the library. Share with any hit: about 3%.
